Screening data (PubChem BioAssay)
RXFP1 agonist = qHTS Assay for Agonists of the Relaxin Receptor RXFP1; 0.3% of 370,000 active; Potency, µM (series often up to 57.5 µM), for the others: at the highest dose activation, actives largely listed as activators; HEK293T-RXFP1 cAMP TR-FRET, 30 min; response scale: percent of porcine relaxin response, buffer zero; Relaxin receptor 1 (Homo sapiens), Q9HBX9; active = well fitted activation curve with a large enough effect; inconclusive = small, poorly fitted or top-dose-only effect; note: potency is the fitted concentration of half-maximal effect; % is set by controls: 0 for no effect and ±100 for the full control effect; nearly all actives have a fitted effect of over 60% in size; many of its hits are not listed in these tables
Target sequence (Q9HBX9 whole entry, looked up): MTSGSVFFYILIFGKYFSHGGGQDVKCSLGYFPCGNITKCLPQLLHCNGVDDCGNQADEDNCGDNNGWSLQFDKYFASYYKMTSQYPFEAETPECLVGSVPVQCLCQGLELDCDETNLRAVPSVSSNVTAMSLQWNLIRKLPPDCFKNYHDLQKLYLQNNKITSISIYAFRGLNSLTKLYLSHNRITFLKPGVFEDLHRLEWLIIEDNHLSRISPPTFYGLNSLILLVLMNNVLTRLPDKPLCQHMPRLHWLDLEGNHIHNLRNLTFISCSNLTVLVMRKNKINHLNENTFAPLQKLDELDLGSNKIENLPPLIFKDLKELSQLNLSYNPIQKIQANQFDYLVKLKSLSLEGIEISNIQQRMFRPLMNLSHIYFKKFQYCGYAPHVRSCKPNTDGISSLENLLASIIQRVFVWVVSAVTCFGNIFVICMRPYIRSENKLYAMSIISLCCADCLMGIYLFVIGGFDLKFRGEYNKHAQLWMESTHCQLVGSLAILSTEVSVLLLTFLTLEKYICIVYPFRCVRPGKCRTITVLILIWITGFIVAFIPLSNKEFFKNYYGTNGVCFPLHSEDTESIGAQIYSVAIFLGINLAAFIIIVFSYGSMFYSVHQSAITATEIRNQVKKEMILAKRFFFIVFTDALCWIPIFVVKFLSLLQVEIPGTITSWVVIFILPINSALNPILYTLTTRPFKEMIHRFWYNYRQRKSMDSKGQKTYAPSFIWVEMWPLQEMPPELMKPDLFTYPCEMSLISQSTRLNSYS
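Agonist response is measured as cAMP accumulation in an RXFP1-transfected HEK293T line under PDE4 inhibition. Values are scaled between buffer-only and 29 nM porcine relaxin, and EC50s come from standard Hill equation fits.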
D2 antag = HTS Assay for Allosteric Antagonists of the Human D2 Dopamine Receptor: Primary Screen for Antagonists; HEK293 TREx D2 cells, calcium flux, dopamine EC80; inhibition, % at 10 µM; 2% of 340,000 active; in the data active = inhibition above about 30%; note: 0% is about no effect
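Antagonism is scored as inhibition of an EC80 dopamine-evoked calcium signal in a force-coupled, tetracycline-inducible HEK293 T-REx D2 line, with compound present 180 s before agonist.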
RXFP1 antag = qHTS Assay for Antagonists of the Relaxin Receptor RXFP1; Relaxin receptor 1 (Homo sapiens), Q9HBX9; HEK293-RXFP1, relaxin-stimulated cAMP HTRF, 30 min; stronger effect = lower value; activity change, negative = inhibition, % at 57.5 µM; 0.59% of 350,000 active;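 active = activity change of -60% or lower, but not beyond a set lower limit; inconclusive = change between -60% and -40%, or beyond the set limit; inactive = change above -40%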; note: % is set by controls: 0 for no effect and ±100 for the full control effect
D1 agonist = Allosteric Agonists of the Human D1 Dopamine Receptor: qHTS; activation, % at 2 µM; 1% of 360,000 active; HEK293 T-REx D1 cells, calcium flux, agonist mode; in the data active = activation above about 30%; note: 0% is about no effect
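Tetracycline-induced HEK293 TREx D1 cells, force-coupled to calcium signalling, were dye-loaded with a no-wash calcium kit. Compound was pin-added after a 10 s baseline. Fluorescence was read kinetically at 1 cycle/s for 180 s, with calcium rises flagged as agonism.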
D1 PAM = Potentiators of Human D1 Dopamine Receptor: qHTS. D(1A) dopamine receptor (Homo sapiens), P21728. HEK293 TREx D1 cells, calcium flux, dopamine EC20 potentiation. potentiation, % at 10 µM. 0.036% of 360,000 active; in the data active = potentiation above about 30%; note: 0% is about no effect
TRHR PAM = qHTS for Small Molecule Agonists and Allosteric Enhancers of Human TRH Receptor: Primary Screen for Enhancers. enhancement, % at 2 µM. Thyrotropin-releasing hormone receptor (Homo sapiens), P34981. TRHR cells, fluo-8 calcium fluorescence, EC20 TRH enhancement. 0.66% of 360,000 active; in the data active = enhancement above about 30%; note: 0% is about no effect
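Enhancer read-out: after compound pinning and an initial kinetic agonist-mode read, an EC20 of TRH (10 nM final) was injected and fluo-8 calcium signal (Ex 480/Em 530) followed at 1 s/cycle for 100 cycles in TRHR-expressing cells.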
D2 potentiator = HTS Assay for Positive Allosteric Modulators of the Human D2 Dopamine Receptor: Primary Screen for Potentiators | HEK293 T-REx D2, calcium flux, EC20 dopamine potentiation | potentiation, % at 10 µM | D(2) dopamine receptor (Homo sapiens), P14416 | 0.34% of 340,000 active;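 active = potentiation over 3 SD above the plate norm, cut at about 30% in these data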; note: 0% is about no effect
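Tetracycline-induced HEK293 T-REx cells force-coupled to calcium signalling expressed D2; compounds were pin-added after a 10 s baseline, read kinetically 180 s, then an EC20 dopamine challenge followed with a further 180 s calcium read.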
D1 antag = Antagonist of Human D 1 Dopamine Receptor: qHTS | activity change, negative = inhibition, % at 10 µM | AID 504652, 2011 | HEK293 TREx D1 cells, calcium flux, dopamine EC80; stronger effect = lower value | 3.2% of 360,000 active; in the data active = activity change below about -30%; note: % is set by controls: 0 for no effect and ±100 for the full control effect
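Using tetracycline-induced force-coupled D1 Hek293 cells and a calcium dye, signals were followed for 180 s after compound, then for 180 s after EC80 dopamine, to detect inhibitors.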
D2 agonist = HTS Assay for Allosteric Agonists of the Human D2 Dopamine Receptor: Primary Screen for Agonists; D(2) dopamine receptor (Homo sapiens), P14416; activation, % at 2 µM; 0.53% of 340,000 active; HEK293 T-REx D2 cells, calcium flux agonist mode;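 active = activation over 3 SD above normal in the single-dose calcium agonist read, cut at about 30% in these data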; note: 0% is about no effect
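Agonism is scored from calcium flux in a force-coupled, inducible HEK293 cell line expressing D2, read kinetically for 180 s after compound addition against dopamine controls.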
* hit, by the source's call; ? = inconclusive; · = no result given.

cpd | smiles | D1 antag | RXFP1 antag | TRHR PAM | D1 agonist | RXFP1 agonist | D2 potentiator | D2 antag | D2 agonist | D1 PAM
1 | CCOC(=O)C1CCN(C(=S)Nc2ccc(CC)cc2)CC1 | -5 | 11 | -5 | 1 | 0.5% | · | -22 | 0.3 | -5
2 | COC(=O)c1ccc(OC(=O)CCN2C(=O)C3CCCCC3C2=O)cc1 (configuration not stated) | -9 | -13 | -7 | 1 | 0.5% | -4 | -11 | -0.2 | -8
3 | Cc1ccccc1CC(=O)NCC1CCCCC1 | -2 | -9 | 9 | 1 | 0.8% | 8 | -2 | -0.3 | 6
4 | O=C(COc1ccccc1)Nc1ccccc1N1CCN(c2ccc(F)cc2)CC1 | 15 | 7 | 10 | 0 | 8.7% | -3 | -13 | 0.8 | 0
5 | CCCCCn1c(CN2CCN(C)CC2)nc2c1c(=O)n(C)c(=O)n2C | 19 | 7 | -6 | 2 | 4.5% | -2 | -6 | -0.5 | 0
6 | COc1ccccc1OCCCOc1c(Cl)cc(C)cc1Cl | -4 | 5 | -5 | 6 | -0.7% | -10 | 12 | -0.3 | -2
7 | CC(C)OCCCNC(=O)c1ccc(CSc2nc3cccnc3n2Cc2ccccc2)cc1 | -12 | -9 | -2 | 0 | 2.3% | · | · | 1.2 | -3
8 | COc1ccc(S(=O)(=O)n2nc(C)c(S(=O)(=O)N3CCOCC3)c2C)cc1 | -15 | 2 | -3 | 3 | 0.9% | -4 | 1 | -0.2 | -9
9 | Cc1cccc(OC(=O)c2cc(-c3ccc4c(c3)OCCO4)on2)c1C | -17 | · | -3 | 17 | 3.5% | 1 | · | 2.5 | -2
10 | COc1cc(C(=O)OCC(=O)N(CC(C)C)C2CCS(=O)(=O)C2)cc(OC)c1C (configuration not stated) | -5 | 2 | 4 | 5 | 0.0% | 2 | -12 | -0.6 | -4
11 | CCN(CCCNC(=O)CC1Oc2ccc(C)cc2NC1=O)Cc1ccccc1 (configuration not stated) | -7 | · | 15 | 3 | -0.8% | -1 | 1 | -2.2 | -2
12 | O=c1[nH]cnc2scc(-c3cccs3)c12 | -2 | 9 | -2 | 0 | 8.9% | -6 | -12 | 0.7 | -18
13 | CC(NC(=O)COC(=O)c1cc([N+](=O)[O-])ccc1N1CCOCC1)c1ccccc1 (configuration not stated) | -12 | -8 | 7 | 0 | 0.7% | 12 | 3 | 1.4 | 5
14 | COc1cccc(NC(=O)[C@@H]2CCCN2S(=O)(=O)c2cccc3cccnc23)c1 | -9 | · | 0 | 2 | 1.0% | -7 | 1 | -1.2 | -6
15 | COC(=O)c1sc(S(=O)(=O)N2CC(C)OC(C)C2)c(C(=O)OC)c1C (configuration not stated) | 14 | 1 | -6 | 2 | -1.1% | 7 | 17 | -1.5 | -2
16 | O=C(O)CCCCCN1C(=O)/C(=C\c2cn(-c3ccccc3)nc2-c2cccs2)SC1=S | -3 | 4 | -10 | 1 | 4.4% | 1 | -18 | -0.5 | -15
17 | O=C(/C=C/c1ccc(Br)o1)NCc1ccccc1 | -1 | -2 | 5 | 0 | 0.2% | -4 | -1 | -0.8 | -1
18 | CC(=O)c1ccc(OCC(=O)NCC(c2ccco2)N2CCCCC2)cc1 (configuration not stated) | -9 | -10 | -4 | 3 | 0.7% | -9 | 11 | 1.0 | 6
19 | COc1ccc(C(=O)NC(C)Cn2nc(C)cc2C)cc1OC1CCN(C(C)=O)CC1 (configuration not stated) | 0 | 3 | -1 | 2 | 0.0% | 2 | 12 | -1.0 | 6
20 | Fc1ccc2[nH]c3c(NCCN4CCOCC4)ncnc3c2c1 | -4 | 3 | 19 | 1 | 2.3% | -3 | 2 | 1.0 | 1
21 | COc1cc(C(C#N)N2N=C(c3ccccc3)CC2c2ccccc2)ccc1O (configuration not stated) | 2 | 8 | 0 | 1 | 1.9% | -4 | -11 | -1.2 | -7
22 | Cc1c(C#N)c2ccccc2n1C | -1 | 4 | 1 | 1 | -2.5% | -13 | -5 | -0.5 | -1
23 | COc1ccc(C(F)(F)F)cc1N/C=C\c1nnnn1-c1ccc(C)cc1 | -3 | -12 | 1 | 2 | 4.9% | 0 | 14 | -0.3 | -4
24 | COc1ccc2c(c1)CCc1c(C(=O)N3CCCCCC3)noc1-2 | -23 | 2 | -7 | 9 | -0.2% | -2 | 9 | 0.0 | -6
25 | Cc1ccccc1-c1ncc(CN2CCN(C3CCCCC3)C(CCO)C2)cn1 (configuration not stated) | -12 | -9 | 1 | 4 | 0.8% | 2 | -7 | 0.3 | -1

10 entries from above, reformatted:
The line under a structure holds: D1 antag | RXFP1 antag | TRHR PAM | D1 agonist | RXFP1 agonist | D2 potentiator | D2 antag | D2 agonist | D1 PAM
16) O=C(O)CCCCCN1C(=O)/C(=C\c2cn(-c3ccccc3)nc2-c2cccs2)SC1=S
    -3 | 4 | -10 | 1 | 4.4% | 1 | -18 | -0.5 | -15
17) O=C(/C=C/c1ccc(Br)o1)NCc1ccccc1
    -1 | -2 | 5 | 0 | 0.2% | -4 | -1 | -0.8 | -1
18) CC(=O)c1ccc(OCC(=O)NCC(c2ccco2)N2CCCCC2)cc1 (configuration not stated)
    -9 | -10 | -4 | 3 | 0.7% | -9 | 11 | 1.0 | 6
19) COc1ccc(C(=O)NC(C)Cn2nc(C)cc2C)cc1OC1CCN(C(C)=O)CC1 (configuration not stated)
    0 | 3 | -1 | 2 | 0.0% | 2 | 12 | -1.0 | 6
20) Fc1ccc2[nH]c3c(NCCN4CCOCC4)ncnc3c2c1
    -4 | 3 | 19 | 1 | 2.3% | -3 | 2 | 1.0 | 1
21) COc1cc(C(C#N)N2N=C(c3ccccc3)CC2c2ccccc2)ccc1O (configuration not stated)
    2 | 8 | 0 | 1 | 1.9% | -4 | -11 | -1.2 | -7
22) Cc1c(C#N)c2ccccc2n1C
    -1 | 4 | 1 | 1 | -2.5% | -13 | -5 | -0.5 | -1
23) COc1ccc(C(F)(F)F)cc1N/C=C\c1nnnn1-c1ccc(C)cc1
    -3 | -12 | 1 | 2 | 4.9% | 0 | 14 | -0.3 | -4
24) COc1ccc2c(c1)CCc1c(C(=O)N3CCCCCC3)noc1-2
    -23 | 2 | -7 | 9 | -0.2% | -2 | 9 | 0.0 | -6
25) Cc1ccccc1-c1ncc(CN2CCN(C3CCCCC3)C(CCO)C2)cn1 (configuration not stated)
    -12 | -9 | 1 | 4 | 0.8% | 2 | -7 | 0.3 | -1

Some of the entries above, reformatted:
3. Cc1ccccc1CC(=O)NCC1CCCCC1
4. O=C(COc1ccccc1)Nc1ccccc1N1CCN(c2ccc(F)cc2)CC1
Screen / compound no. | 3 | 4
D1 antag | -2 | 15
RXFP1 antag | -9 | 7
TRHR PAM | 9 | 10
D1 agonist | 1 | 0
RXFP1 agonist | 0.8% | 8.7%
D2 potentiator | 8 | -3
D2 antag | -2 | -13
D2 agonist | -0.3 | 0.8
D1 PAM | 6 | 0

Other compounds:
cpd | smiles | D1 antag | RXFP1 antag | TRHR PAM | D1 agonist | RXFP1 agonist | D2 potentiator | D2 antag | D2 agonist | D1 PAM
26 | O=C(O)C1C(C(=O)O)C1(c1ccccc1)c1ccccc1 (configuration not stated) | -9 | -4 | 4 | 0 | -0.7% | 2 | 5 | -0.3 | -1
27 | CC(C)(C)/C(O)=C(/C#N)c1nc2ccccc2[nH]1 | 3 | -36 | -5 | 1 | -0.2% | -3 | 9 | -0.1 | 0
28 | COc1ccc2nc(N3CCN(C(=O)c4ccc([N+](=O)[O-])o4)CC3)sc2c1 | -15 | 20 | 0 | 5 | 0.2% | 4 | 5 | 0.3 | -7
29 | O=C(CCSc1ccccc1)Nc1ccc(OCc2ccccc2)cc1 | -30* | 0 | -8 | 5 | 1.1% | -13 | 0 | 0.7 | -10
30 | CCCc1cc(=O)[nH]c(Nc2cc(OC)ccc2OC)n1 | -11 | 0 | 4 | 0 | 3.1% | -7 | 18 | -0.8 | -7
31 | Cn1c(-n2cccc2)c(-c2c(-c3ccccc3)[nH]c3c2c(=O)n(C)c(=O)n3C)c(=O)n(C)c1=O | 4 | -5 | 4 | 0 | 0.7% | 16 | · | -2.2 | 0
32 | Cc1ccc(C)c(NC(=S)Nc2ccc(S(=O)(=O)Nc3ncccn3)cc2)c1 | -2 | 2 | 0 | 2 | 0.9% | -6 | -1 | 0.2 | -4
33 | Clc1ccc(CSc2ccc(-c3ccccn3)nn2)cc1 | -7 | -18 | -2 | 6 | 1.3% | -4 | 9 | -1.0 | 2
34 | CCOc1ccc(OCCC(=O)OC(C)C(=O)Nc2ccc(C(C)=O)cc2)cc1 (configuration not stated) | -15 | -18 | 21 | 20 | 1.5% | -4 | -11 | -0.5 | -5
35 | CCCOc1ccc(CNC(=O)c2cc3oc4ccccc4c3n2C)cc1 | -7 | -21 | 4 | 7 | 2.5% | 2 | · | 0.5 | -8
36 | Cc1ccc(/C=N/NC(=O)C2=NNC(c3ccccc3)(c3ccccc3)C2)c(O)c1 | 3 | ? | 5 | 3 | 2.1% | -2 | -5 | -0.1 | -1
37 | CCOC(=O)C1=C(C)NC(=O)NC1c1ccc(OCCO)c(OC)c1 (configuration not stated) | 4 | -18 | -11 | 1 | 0.1% | 1 | -9 | 0.1 | -1
38 | COc1cc(-c2ccno2)ccc1S(=O)(=O)N1CCN(c2ccc(F)cc2)CC1 | -22 | -7 | -2 | 3 | 2.7% | 2 | · | -0.4 | -5
39 | N#Cc1ccc(C(=O)Nc2cc(S(=O)(=O)N3CCCC3)ccc2OCC(F)(F)F)cc1 | 1 | · | 4 | 4 | 0.0% | 0 | · | · | -7
40 | C#CCN(CC=C)C(=O)C1CCC(=O)N(CCCc2ccccc2)C1 (configuration not stated) | 2 | -3 | 1 | 2 | 1.1% | 1 | -5 | 0.3 | 2
41 | O=C(Cc1ccc(Cl)cc1)Nc1ccccc1Sc1ccccc1 | 3 | · | 0 | 6 | 1.2% | -8 | · | · | -4
42 | COc1cc(-c2nc3cccc(C)n3c2Nc2ccc3c(c2)OCCO3)ccc1O | 0 | · | 0 | 0 | 8.1% | 1 | · | -0.7 | 4
43 | CCCc1ccc(C(=O)CN2C(=O)C(=O)N(C3CCCC3)C2=O)cc1 | 0 | 3 | -8 | 6 | -0.5% | -4 | -26 | 0.3 | -2
44 | CCn1nc(C(=O)Nc2cccc(S(=O)(=O)N3CCCC3)c2)c2ccccc2c1=O | 15 | -2 | -2 | 3 | 10% | 5 | -5 | -0.7 | -4

This is a subset (hit frequency here may not be typical).
